Compound activity (PubChem)
PLAP inhibitors HTS – inhibition of human placental alkaline phosphatase – biochemical, luminescence, HTS (AID 690) | inhibition, % at 20 µM, or IC50 in µM where a hit was titrated | purified PLAP, luminescent substrate; higher % means a stronger effect | actives 0.08% (n = 96,000); in the data active = a potency from the dose series; inactive = the rest, 99 in 100 with inhibition below about 30%; also: strong numbers were not always called active
NFkB transloc inh – blocks IL-1B driven NFkB nuclear translocation in HUVEC cells. HUVEC IL-1B NFkB p65 nuclear translocation imaging. inhibition, % at 2 µM. actives 0.43% (n = 94,000);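 active = inhibition above about 30% together with a positive call from visual inspection of the well image, limit read from the data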;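 also: nuclear over cytoplasmic p65 intensity ratio measured by imaging; 0% = IL-1B stimulated DMSO wells and 100% = unstimulated DMSO wells; values of inactives mirror those of a sister screen read the other way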
IL1B NFkB pot – enhances IL-1B driven NFkB nuclear translocation; HUVEC IL-1B NFkB p65 nuclear translocation imaging; actives 0.3% (n = 94,000); activation, % at 2 µM;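 active = activation above 40%, about the mean plus 3 SD, also judged a hit on visual image review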;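 also: percent activation is computed from the nuclear over cytoplasmic p65 intensity ratio; values of inactives mirror those of a sister screen read the other way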
Bcl-B displacement – displacers of TR3 peptide from Bcl-B, primary screen, selectivity assay for Bfl-1 inhibitor project, biochemical, fluorescence polarization; displacement, % at 20 µM; hits with a dose series show IC50 in µM; actives 0.11% (n = 96,000); FP displacement of FITC-TR3 peptide from Bcl-B; higher % means a stronger effect; AID 748;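 active = displacement above 50% at 20 µM plus a fluorescence interference ratio under 1.5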;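 also: plate controls were wells without compound for no effect and wells lacking Bcl-B protein for full effect; a part of the inactive calls stands beside numbers as strong as those of hits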
MRP reversal – MRP-mediated drug resistance reversal. differential viability (reversal), % at 10 µM. AID 602. H69AR cells + 2 uM doxorubicin, CellTiter-Glo, 72 h. actives 0.04% (n = 85,000);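 active = viability drop by adding the cancer drug above about 55%, with treated viability meeting a 40% cutoff, limit read from the data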;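 also: viability without doxorubicin minus viability with 2 µM doxorubicin for each compound; larger differential means the compound sensitizes cells more to doxorubicin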
MRP reversal cytotoxicity – also measured in MRP reversal; calls as there; viability, %; H69AR cells, CellTiter-Glo, 72 h; measured here: cytotoxicity without doxorubicin
MRP reversal with doxorubicin – second read-out of MRP reversal, no call of its own (marks repeat the call); viability, %; measured here: viability with 2 uM doxorubicin; active compounds read low
NFkB transloc inh cell count 2 µM – recorded beside NFkB transloc inh, whose call it bears; cell count; measured here: cells passing quality filter;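 raw number of nuclei counted in each imaged well without normalization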
IL1B NFkB pot cell count 2 µM – further read-out of IL1B NFkB pot, marked with its call; cell count; measured here: cells passing quality filter
Active calls of the source: *.

For O=C(O)c1ccccc1C(=O)NCc1ccc(F)cc1 the results were PLAP inhibitors HTS -9.6%, NFkB transloc inh -0.1, IL1B NFkB pot 0.1, Bcl-B displacement -2.1%, MRP reversal -11.3, MRP reversal cytotoxicity 84.7, MRP reversal with doxorubicin 96.0, NFkB transloc inh cell count 2 µM 139 and IL1B NFkB pot cell count 2 µM 139.
For C=C1CC2C=C(NC(C)=O)CC(C1)C2 (stereo not drawn) the results were PLAP inhibitors HTS -36.3%, NFkB transloc inh 9.5, IL1B NFkB pot -9.5, Bcl-B displacement 3.6%, MRP reversal 6.9, MRP reversal cytotoxicity 95.3, MRP reversal with doxorubicin 88.4, NFkB transloc inh cell count 2 µM 171 and IL1B NFkB pot cell count 2 µM 171.
`COCc1cc(C)nc(SCC(=O)NCc2ccco2)c1C#N` gave PLAP inhibitors HTS 20.0%, Bcl-B displacement 1.0%, MRP reversal 10.1, MRP reversal cytotoxicity 89.8 and MRP reversal with doxorubicin 79.7.
O=C(Nc1ccccc1)Nc1cc(Cl)cc(Cl)c1 was read as PLAP inhibitors HTS 8.2%, NFkB transloc inh 1.9, IL1B NFkB pot -1.9, Bcl-B displacement 6.9%, MRP reversal -1.1, MRP reversal cytotoxicity 1.8, MRP reversal with doxorubicin 2.9, NFkB transloc inh cell count 2 µM 176 and IL1B NFkB pot cell count 2 µM 176.
`CC1(C)CC(=O)C(C=NCC2CCCO2)=C(O)C1` (stereo not drawn) gave PLAP inhibitors HTS -7.5%, NFkB transloc inh -2.4, IL1B NFkB pot 2.4, Bcl-B displacement 5.3%, MRP reversal -12.3, MRP reversal cytotoxicity 86.4, MRP reversal with doxorubicin 98.7, NFkB transloc inh cell count 2 µM 86 and IL1B NFkB pot cell count 2 µM 86.
For CCCNc1ncccc1C(N)=O the results were PLAP inhibitors HTS 7.0%, Bcl-B displacement 6.6%, MRP reversal 10.7, MRP reversal cytotoxicity 105.6 and MRP reversal with doxorubicin 94.9.
COc1cc(OC)cc(C(=O)NC(=S)NCc2ccco2)c1 was read as PLAP inhibitors HTS 10.5%, NFkB transloc inh -2.8, IL1B NFkB pot 9.4, Bcl-B displacement -0.4%, NFkB transloc inh cell count 2 µM 135 and IL1B NFkB pot cell count 2 µM 128.
For CC(CC(=O)Nc1cc([N+](=O)[O-])ccc1Cl)c1ccccc1 (stereo not drawn) the results were PLAP inhibitors HTS 9.3%, NFkB transloc inh 2.3, IL1B NFkB pot -2.3, Bcl-B displacement -6.3%, NFkB transloc inh cell count 2 µM 139 and IL1B NFkB pot cell count 2 µM 139.
Cc1ccc2[nH]c3c(c2c1)CN(C(=O)CN1CCSCC1)CC3 was read as PLAP inhibitors HTS -24.0%, NFkB transloc inh 8.6, IL1B NFkB pot -8.6, Bcl-B displacement 38.5%, MRP reversal 8.4, MRP reversal cytotoxicity 85.8, MRP reversal with doxorubicin 77.3, NFkB transloc inh cell count 2 µM 160 and IL1B NFkB pot cell count 2 µM 160.
Screening COc1ccc(S(=O)(=O)N2CCC(C(=O)N3CCCCCC3)CC2)cc1 returned PLAP inhibitors HTS -82.3%, NFkB transloc inh -7.0, IL1B NFkB pot 7.0, Bcl-B displacement -1.5%, MRP reversal -4.0, MRP reversal cytotoxicity 93.5, MRP reversal with doxorubicin 97.5, NFkB transloc inh cell count 2 µM 117 and IL1B NFkB pot cell count 2 µM 117.
For Cc1cc(NC(=O)CCn2c(=O)sc3ccccc32)no1 the results were NFkB transloc inh 2.0, IL1B NFkB pot -2.0, MRP reversal -9.9, MRP reversal cytotoxicity 89.9, MRP reversal with doxorubicin 99.8, NFkB transloc inh cell count 2 µM 90 and IL1B NFkB pot cell count 2 µM 90.
Screening N#Cc1c2n(c3c(=O)n(Cc4ccc(Cl)cc4)cnc13)CCCC2 returned PLAP inhibitors HTS 1.9%, NFkB transloc inh -0.1, IL1B NFkB pot 0.1, Bcl-B displacement -1.6%, MRP reversal -11.7, MRP reversal cytotoxicity 90.3, MRP reversal with doxorubicin 102.0, NFkB transloc inh cell count 2 µM 69 and IL1B NFkB pot cell count 2 µM 69.
For Cc1cc(C)c2[nH]c(=O)c(CN(Cc3ccc4c(c3)OCO4)Cc3nnnn3C3CCCC3)cc2c1 the results were PLAP inhibitors HTS -55.3%, NFkB transloc inh -1.8, IL1B NFkB pot 1.8, Bcl-B displacement -2.0%, MRP reversal 17.7, MRP reversal cytotoxicity 51.2, MRP reversal with doxorubicin 33.6, NFkB transloc inh cell count 2 µM 108 and IL1B NFkB pot cell count 2 µM 108.
For Cn1ccc(C(=O)N2CCCc3ccccc32)n1 the results were PLAP inhibitors HTS -13.2%, NFkB transloc inh -2.8, IL1B NFkB pot 2.8, Bcl-B displacement 7.9%, NFkB transloc inh cell count 2 µM 83 and IL1B NFkB pot cell count 2 µM 83.
COc1cc(NC(=O)CS(=O)(=O)c2ccccc2)cc(OC)c1OC was read as PLAP inhibitors HTS 7.0%, NFkB transloc inh -7.2, IL1B NFkB pot 7.2, Bcl-B displacement -8.8%, MRP reversal 9.3, MRP reversal cytotoxicity 97.9, MRP reversal with doxorubicin 88.6, NFkB transloc inh cell count 2 µM 128 and IL1B NFkB pot cell count 2 µM 128.
`Cc1nn(-c2nc3ccccc3s2)c(N)c1-c1ccccc1` gave PLAP inhibitors HTS -36.1%, NFkB transloc inh -8.7, IL1B NFkB pot 8.7, Bcl-B displacement 0.5%, MRP reversal 6.9, MRP reversal cytotoxicity 87.9, MRP reversal with doxorubicin 81.0, NFkB transloc inh cell count 2 µM 136 and IL1B NFkB pot cell count 2 µM 136.
`CCOC(=O)c1[nH]c(C)c(/C(O)=C2\C(=O)C(=O)N(CCN(C)C)C2c2ccco2)c1C` (stereo not drawn) gave PLAP inhibitors HTS -37.0%, Bcl-B displacement 0.6%, MRP reversal 13.1, MRP reversal cytotoxicity 107.0 and MRP reversal with doxorubicin 93.8.
For O=C(NCCOC(=O)C1COc2ccccc2O1)C1COc2ccccc2O1 (stereo not drawn) the results were PLAP inhibitors HTS 7.8%, NFkB transloc inh -9.8, IL1B NFkB pot 9.8, Bcl-B displacement 1.1%, MRP reversal -12.5, MRP reversal cytotoxicity 77.8, MRP reversal with doxorubicin 90.3, NFkB transloc inh cell count 2 µM 150 and IL1B NFkB pot cell count 2 µM 150.
`CCOC(=O)N1CCC(NC(=O)CSCc2nc(-c3sccc3C)oc2C)CC1` gave PLAP inhibitors HTS -50.5%, NFkB transloc inh 8.5, IL1B NFkB pot -8.5, Bcl-B displacement 1.1%, MRP reversal 12.7, MRP reversal cytotoxicity 91.4, MRP reversal with doxorubicin 78.7, NFkB transloc inh cell count 2 µM 183 and IL1B NFkB pot cell count 2 µM 183.
For N=c1c(-c2nc3ccccc3[nH]2)cc(C(=O)c2cccs2)nn1-c1ccc(Cl)cc1 the results were NFkB transloc inh 8.0, IL1B NFkB pot -8.0, MRP reversal -1.0, MRP reversal cytotoxicity 7.4, MRP reversal with doxorubicin 8.4, NFkB transloc inh cell count 2 µM 137 and IL1B NFkB pot cell count 2 µM 137.

Structures listed so far with a thiophene ring, fused or not:
`CCOC(=O)N1CCC(NC(=O)CSCc2nc(-c3sccc3C)oc2C)CC1` gave PLAP inhibitors HTS -50.5%, NFkB transloc inh 8.5, IL1B NFkB pot -8.5, Bcl-B displacement 1.1%, MRP reversal 12.7, MRP reversal cytotoxicity 91.4, MRP reversal with doxorubicin 78.7, NFkB transloc inh cell count 2 µM 183 and IL1B NFkB pot cell count 2 µM 183.
For N=c1c(-c2nc3ccccc3[nH]2)cc(C(=O)c2cccs2)nn1-c1ccc(Cl)cc1 the results were NFkB transloc inh 8.0, IL1B NFkB pot -8.0, MRP reversal -1.0, MRP reversal cytotoxicity 7.4, MRP reversal with doxorubicin 8.4, NFkB transloc inh cell count 2 µM 137 and IL1B NFkB pot cell count 2 µM 137.

Other structures
Screening CCCCOC(=O)Nc1ccc(S(=O)(=O)Nc2cc(C)nc(C)n2)cc1 returned PLAP inhibitors HTS 0.0%, Bcl-B displacement -0.6%, MRP reversal 5.0, MRP reversal cytotoxicity 85.7 and MRP reversal with doxorubicin 80.7.
`O=C(/C=C/c1ccccc1Cl)NCc1ccco1` gave PLAP inhibitors HTS 0.4%, NFkB transloc inh 9.8, IL1B NFkB pot -9.8, Bcl-B displacement -10.3%, NFkB transloc inh cell count 2 µM 125 and IL1B NFkB pot cell count 2 µM 125.
Screening O=C(c1ccco1)N(Cc1cc2ccccc2[nH]c1=O)CC1CCCO1 (stereo not drawn) returned PLAP inhibitors HTS 14.9%, NFkB transloc inh -16.6, IL1B NFkB pot 16.6, Bcl-B displacement -11.6%, MRP reversal 15.2, MRP reversal cytotoxicity 90.7, MRP reversal with doxorubicin 75.5, NFkB transloc inh cell count 2 µM 126 and IL1B NFkB pot cell count 2 µM 126.
For CCc1nc(SCC(=O)Nc2cc(C)on2)n[nH]1 the results were PLAP inhibitors HTS -6.6%, NFkB transloc inh -11.9, IL1B NFkB pot 11.9, Bcl-B displacement -11.6%, MRP reversal 14.5, MRP reversal cytotoxicity 95.1, MRP reversal with doxorubicin 80.6, NFkB transloc inh cell count 2 µM 148 and IL1B NFkB pot cell count 2 µM 148.
`c1cnc2ccc(C(c3nnnn3C3CCCCC3)N3CCCCC3)cc2c1` (stereo not drawn) gave NFkB transloc inh -2.2, IL1B NFkB pot 2.2, MRP reversal -12.0, MRP reversal cytotoxicity 82.2, MRP reversal with doxorubicin 94.1, NFkB transloc inh cell count 2 µM 98 and IL1B NFkB pot cell count 2 µM 98.
COCCCNc1nc2ccccc2nc1NS(=O)(=O)c1cccs1 was read as PLAP inhibitors HTS 3.0%, NFkB transloc inh -2.7, IL1B NFkB pot 2.7, Bcl-B displacement -9.6%, MRP reversal -1.8, MRP reversal cytotoxicity 95.8, MRP reversal with doxorubicin 97.6, NFkB transloc inh cell count 2 µM 74 and IL1B NFkB pot cell count 2 µM 74.
For Cn1c(=O)cc(SCC(=O)NCCCN2CCN(c3ccc(F)cc3)CC2)c2ccccc21 the results were PLAP inhibitors HTS -17.6%, NFkB transloc inh -0.8, IL1B NFkB pot 0.8, Bcl-B displacement -11.3%, MRP reversal 16.9, MRP reversal cytotoxicity 88.2, MRP reversal with doxorubicin 71.3, NFkB transloc inh cell count 2 µM 142 and IL1B NFkB pot cell count 2 µM 142.
For CC(NC(=O)c1ccccc1Br)c1nnc(SCc2ccc([N+](=O)[O-])cc2)n1C (stereo not drawn) the results were PLAP inhibitors HTS 3.3%, NFkB transloc inh 2.5, IL1B NFkB pot -2.5, Bcl-B displacement 11.4%, NFkB transloc inh cell count 2 µM 146 and IL1B NFkB pot cell count 2 µM 146.
`O=c1cc(-c2ccccc2)[nH]c2[nH]n(-c3ccccc3)c(=O)c12` gave PLAP inhibitors HTS 15.2%, NFkB transloc inh -18.4, IL1B NFkB pot 18.4, Bcl-B displacement 10.5%, MRP reversal -6.3, MRP reversal cytotoxicity 100.6, MRP reversal with doxorubicin 106.9, NFkB transloc inh cell count 2 µM 168 and IL1B NFkB pot cell count 2 µM 168.
CC1CCN(S(=O)(=O)c2cccc(S(=O)(=O)N3CCOCC3)c2)CC1 was read as PLAP inhibitors HTS -46.0%, NFkB transloc inh 6.8, IL1B NFkB pot -6.8, Bcl-B displacement -11.3%, MRP reversal 11.1, MRP reversal cytotoxicity 103.6, MRP reversal with doxorubicin 92.5, NFkB transloc inh cell count 2 µM 148 and IL1B NFkB pot cell count 2 µM 148.
For CN(C)c1nc2c(c(=O)n(C)c(=O)n2C)n1Cc1ccccc1 the results were PLAP inhibitors HTS 0.5%, NFkB transloc inh -0.6, IL1B NFkB pot 0.6, Bcl-B displacement -4.4%, MRP reversal -3.6, MRP reversal cytotoxicity 89.2, MRP reversal with doxorubicin 92.7, NFkB transloc inh cell count 2 µM 91 and IL1B NFkB pot cell count 2 µM 91.
Screening O=C(/C=C/Nc1ccccc1)c1ccccc1 returned PLAP inhibitors HTS 18.5%, NFkB transloc inh 2.4, IL1B NFkB pot -2.4, Bcl-B displacement 9.3%, MRP reversal 0.2, MRP reversal cytotoxicity 94.6, MRP reversal with doxorubicin 94.4, NFkB transloc inh cell count 2 µM 190 and IL1B NFkB pot cell count 2 µM 190.

These rows are one share of the data, so the mix of outcomes need not match the whole.
